All columns: NCI-60 one-dose screen, growth in % after 48 h at 10 µM unless noted; 100 = growth as untreated, 0 = no growth, -100 = all killed.
LOX IMVI: LOX IMVI melanoma | AID 1794757 | hit rate 7.4% among 79,000
MALME-3M: MALME-3M melanoma; hit rate 5.8% among 78,000; AID 1794766
T-47D: T-47D breast cancer; hit rate 5% among 79,000
UACC-257: UACC-257 melanoma | hit rate 4.4% among 78,000 | AID 1794764
BT-549: BT-549 breast cancer; hit rate 4.4% among 78,000; AID 1794793
HS 578T: HS 578T breast cancer; hit rate 4.1% among 78,000; AID 1794788
MCF7: MCF7 breast cancer; hit rate 6.3% among 82,000; AID 1794796
UACC-62: UACC-62 melanoma. hit rate 5.4% among 81,000. AID 1794756
An asterisk follows results filed as active; . = no result given; [ ] = another dose, or the depositor's remark. How the source made its calls: active means growth percent below 10; inactive means the rest. No enrichment for hits; any-hit rate near 11%.

SMILES	LOX IMVI	MALME-3M	T-47D	UACC-257	BT-549	HS 578T	MCF7	UACC-62
CN(C)c1ccc(-c2c(C#N)c(N)nn2-c2ncc(C#N)c(N)n2)cc1	92	102	105	101	76	89	90	96
COc1ccc(C(=S)c2ccc(OC)cc2)cc1	98	94	.	104	104	95	106	92
O=C(O)CC1CCC1CC(=O)O (stereo unspecified)	98	.	104	101	107	100	97	102
COc1ccc2[nH]cc(-c3nc(-c4cn(C)c5ccncc45)cs3)c2c1	-88*	87	92	93	85	101	-39*	101
O=C1Nc2cc(Cl)ccc2/C1=C\c1ccc(OCc2ccc([N+](=O)[O-])cc2)cc1	66	75	52	90	78	61	61	68
COc1cc2c(=O)n(CCN)c3c4cc5c(cc4ccc3c2cc1OC)OCO5	-77*	-72*	27	34	35	26	18	-13*
C#COC(CC)CCCCC (stereo unspecified)	100	117	99	131	101	130	96	100
COc1ccc2nc3cc(Cl)ccc3c(Nc3ccc(O)cc3)c2c1	44	84	80	102	.	76	25	80
COc1cc(/C=C/C(=O)/C=C(O)/C=C/c2ccc(OC(=O)C34CC5CC(CC(C5)C3)C4)c(OC)c2)ccc1O	32	102	70	110	86	.	31	95
N#Cc1c(-c2ccccc2)nc(SCC(=O)NNc2ncnc3ccccc23)[nH]c1=O	.	93	109	110	106	106	90	96
O=C(NCc1ccc(Cl)cc1Cl)C1CCC(=O)N1C(=O)Nc1ccc(-c2ccccc2)cc1 (stereo unspecified)	79	109	89	107	93	98	87	76
CCOC(=O)c1c(Cl)c(Cl)c(Cl)c(Cl)c1C(=O)OCC	110	.	84	124	88	105	103	99
Cc1nc(N)sc1Sc1nc2ccc(Cl)cc2c(=O)n1Cc1ccccc1	77	84	85	106	106	98	94	85
O=C(C[n+]1ccncc1)c1ccc2ccccc2c1	63	80	23	85	99	85	66	49
CC1=NN(C(=O)Cn2c(C)nc3ccccc3c2=O)C(=O)C1	100	102	81	94	100	106	91	103
N#CCc1nn2c(CCC(=O)c3nc4ccccc4[nH]3)nnc2s1	99	92	93	116	101	.	100	102
Cn1c(SCC(=O)c2ccc(Br)cc2)nc2ccccc2c1=O	96	111	78	108	99	102	52	77
Cc1[nH]c(=O)n(C(C)C)c(=O)c1Br	.	.	100	100	.	111	100	98
CCN(CC)c1ccc(CCc2ccc(N(CC)CC)cc2N)c(N)c1	97	103	88	100	99	91	95	80
Cc1cc2c(n1C)CSc1cc(S(=O)(=O)c3ccccc3)c(=O)[nH]c1-2	61[100 µM]	51[100 µM]	58[100 µM]	115[100 µM]	76[100 µM]	71[100 µM]	71[100 µM]	91[100 µM]
COc1ccc2nc(Cl)c(-c3nnc(-c4ccccc4)o3)nc2c1	103	107	104	113	115	114	85	97
CCOC(=O)/C=C(/C)NC(N)=O	104	103	110	100	91	115	110	85
Brc1ccc(Nc2nc3ccccc3nc2Nc2ccc(Br)cc2)cc1	-87*	.	-4.9*	-43*	-13*	-1.3*	1.2*	-16*
COc1cc2c(Nc3ccc(S(N)(=O)=O)cc3)cccc2c(OC)c1OC	88	105	95	96	123	109	95	91
COc1cc(C2=NOC(c3cc(OC)c(OC)c(OC)c3)C2)ccc1OCCCCOc1cc2c(cc1OC)C(=O)N1CCC[C@H]1C=N2 (stereo partly specified)	-69*	-72*	-12*	14	-97*	-10*	-5.1*	-77*
COc1cc(C2=NNC(c3ccc(Oc4ccc(Br)cc4)cc3)C2)cc(OC)c1OC (stereo unspecified)	83	93	45	79	82	78	71	60
COc1ccc(C(c2c(O)c3cc(C)ccc3[nH]c2=O)c2c(O)c3cc(C)ccc3[nH]c2=O)cc1	89	128	82	117	93	98	80	68
CN(C)S(=O)(=O)n1cnc(C(CCO)c2ncn(S(=O)(=O)N(C)C)c2CCCO)c1 (stereo unspecified)	100	110	105	108	124	102	94	96
CN(C)C1CC(c2cccs2)(C2CCCCC2)CCC1=O (stereo unspecified)	92	94	108	97	101	103	89	98
Oc1ccc(-c2nc(N3CCOCC3)c3c4c(sc3n2)CCCC4)cc1	78	54	23	98	77	58	53	58

Entries from the list above containing a thiophene ring, fused or not, in the order listed:
SMILES	LOX IMVI	MALME-3M	T-47D	UACC-257	BT-549	HS 578T	MCF7	UACC-62
CN(C)C1CC(c2cccs2)(C2CCCCC2)CCC1=O (stereo unspecified)	92	94	108	97	101	103	89	98
Oc1ccc(-c2nc(N3CCOCC3)c3c4c(sc3n2)CCCC4)cc1	78	54	23	98	77	58	53	58

Next part.
SMILES	LOX IMVI	MALME-3M	T-47D	UACC-257	BT-549	HS 578T	MCF7	UACC-62
Ic1ncnc2c1ncn2C1CCCCO1 (stereo unspecified)	99	109	99	98	105	124	108	86
Clc1ccc(/C=C(/C2=NCCN2)n2cnc3ccccc32)cc1	93	89	94	103	108	94	94	94
O=C(Nc1ccccc1)c1c(-c2ccccc2)[n+](=O)c2ccc(Cl)cc2n1[O-]	73	93	22	.	75	76	60	62
CCCCCCCCCCC/C=C\C[C@H](O)C/C=C1/C(=O)C=C[C@@H]1C/C=C\CCCC(=O)OC	-92*	-2.6*	-8.9*	.	-14*	18	11	-40*
CCCCC[n+]1ccc(SCC(=O)N(C)c2ccccc2Br)c2ccccc21	99	97	95	101	117	107	98	95
CCC1(C)COC(c2ccc3c(c2)OCO3)OC1 (stereo unspecified)	92	122	103	100	108	106	99	89
CCC1S/C(=N\N=C(\C)c2cc3cc(Cl)ccc3o2)N(c2ccccc2)C1=O (stereo unspecified)	85	-3.0*	89	154	119	52	100	89
CC(=O)NC1C(Nc2ccc(S(=O)(=O)Nc3ncccn3)cc2)OC(CO)C(O)C1O (stereo unspecified)	96	91	97	111	113	109	97	100
O=C(Nc1ccc(-n2ccc3c(NC(=O)c4ccccc4)ncnc32)cc1)c1ccc(Cl)c(C(F)(F)F)c1	-9.6*	27	30	46	55	.	13	5.8*
Cc1ccc2oc(=O)cc(-c3c4nc(c(-c5cc(=O)oc6ccc(C)cc56)c5ccc([nH]5)c(-c5cc(=O)oc6ccc(C)cc56)c5nc(c(-c6cc(=O)oc7ccc(C)cc67)c6ccc3[nH]6)C=C5)C=C4)c2c1	98	96	93	87	105	96	95	104
Cc1ccc2c(CSc3nc(-c4ccc(F)cc4)c(C#N)c(=O)[nH]3)cc(=O)oc2c1	98	92	97	91	103	97	95	100
N#C/C(=C/N1C(=O)/C(=C/c2ccc([N+](=O)[O-])cc2)SC1=S)c1nc2ccccc2s1	88	111	54	96	84	90	61	70
Cn1cc(-c2cc3nc(-c4c[nH]c5ccc(Br)cc45)cc(N)n3n2)c2ccccc21	-85*	-73*	-61*	-85*	-64*	-23*	-87*	-70*
CSc1ccc(NC(=O)c2ccc3nn(/C(C#N)=C/c4ccccn4)nc3c2)cc1	.	-89*	-40*	-89*	-98*	.	-79*	-96*
O=C(Nc1ccc(F)cc1)OCCOc1ccc(Br)cc1	97	114	93	119	107	137	109	94
FC(F)(F)c1cccc(Oc2ccc(Nc3ncnc4ccc(OCCCN5CCOCC5)cc34)cc2Cl)c1	-36*	-4.2*	33	40	79	72	29	76
CCOC(=O)c1c(C)c2c(n1Cc1ccccc1)CSc1cc(C#N)c(=O)[nH]c1-2	73[100 µM]	55[100 µM]	69[100 µM]	121[100 µM]	46[100 µM]	52[100 µM]	101[100 µM]	71[100 µM]
O=C(O)CN1C(=O)CSC1=S	97	152	109	113	109	107	107	109
O=C(c1ccccc1)N(CCc1ccc(Cl)cc1)C(=S)N(C(=O)c1ccccc1)c1ccccc1	82	.	62	102	.	108	36	94
CCCc1ccc(C2=NN(c3ccc(S(N)(=O)=O)cc3)C(=O)CC2)cc1	.	.	58	75	84	99	89	79
CCOC(=O)c1ccc2c(c1)NCc1cccc(OC)c1O2	96	.	86	106	102	79	85	78
O=C(NCn1c(=O)[nH]c2ccccc2c1=O)NC1CCCCC1	109	108	94	93	103	96	98	94
O=C(NO)C(=O)NCc1ccccc1	107	125	97	100	107	89	96	101
COc1cc2oc(-c3cccc(NC(=O)Nc4ccc(Br)cc4)c3)cc(=O)c2c(OC)c1OC	42	85	.	.	72	83	65	52
COc1cc(C2=NN(C(C)=O)C(c3ccc(OC(C)=O)cc3OC(C)=O)O2)c(OC(C)=O)c2ccccc12 (stereo unspecified)	2.8*	.	11	-8.9*	24	57	14	.
Cc1ccc(-c2cc(C(=O)N=Nc3c(O)[nH]c4ccc(Br)cc34)c3ccccc3n2)cc1	25	80	75	103	86	68	28	61
[O-]/C(=C\[P+](c1ccccc1)(c1ccccc1)c1ccccc1)c1ccccc1	76	127	96	94	.	104	93	76
COc1cc(OC)c(NC(=O)NNC(=O)C(=O)NC2CC2)cc1Cl	101	107	102	99	98	102	91	95
CC(/C=C1\SC(=S)N(CC(=O)NC(Cc2ccccc2)C(=O)O)C1=O)=C\c1ccccc1 (stereo unspecified)	98	114	99	93	107	106	99	95
CCOC(=O)c1c2c(n(-c3ccc(I)cc3)c1-c1ccccc1)C=CCC2	88	100	65	93	101	102	101	73
CNC(=O)c1nc(-c2ccc(OC)c(OC)c2)n(-c2ccc(OC)cc2)n1	104	109	99	94	99	99	99	104
Oc1c(Cl)cc(Cl)cc1C(c1cc(Cl)cc(Cl)c1O)C(Cl)(Cl)Cl	0.7*	-27*	2.0*	-25*	7.9*	-11*	4.9*	12
COc1ccc(C2CC(c3cc(OC)c(OC)c(OC)c3)=NN2C(C)=O)cc1OCC(=O)Nc1nc2ccccc2s1 (stereo unspecified)	93	107	99	100	104	89	86	84
O=S(=O)(c1ccc(Br)cc1)c1nc(-c2ccccc2)oc1NCCCn1ccnc1	85	106	80	79	83	56	65	60
Nc1nc2ccc(-c3cccc(Cl)c3)cc2c(=O)n1-c1ccc(C(F)(F)F)cc1	72	87	94	89	102	95	84	91
CNC(=O)Nc1sc2cc(OC(C)=O)ccc2c1C(N)=O	87	99	69	105	85	103	74	89
C(=NC1CCCCC1)c1ccccc1	75	107	104	87	95	105	94	105
O=C(Nc1ccc(S(=O)(=O)Nc2ncccn2)cc1)c1ccc(N=Cc2c(O)[nH]c3ccccc23)cc1	93	98	100	110	73	106	95	92
CN(C)NC(=O)CC(N)C(=O)O (stereo unspecified)	101	111	103	96	97	100	95	104
Nc1nnc(-c2cc(=O)oc3c2ccc2ccccc23)o1	91	103	96	102	107	96	93	90
O=S(=O)(c1ccccc1)N1C=C/C(=C\Cn2cc(-c3ccc(Br)cc3)nn2)CC1	85	80	75	94	80	90	91	71
CCOC(=O)C(C)SC1=C(C)C(=O)C(OC)=C(OC)C1=O (stereo unspecified)	114	100	98	99	85	104	96	96
COc1ccc(/C=C2\C(=O)Nc3cc(Cl)ccc32)cc1OCc1ccccn1	.	65	64	103	91	.	43	73
O=C(NNS(=O)(=O)c1ccccc1)c1cccnc1	93	93	89	86	101	80	95	98
Cc1ccc(NCC(O)C(O)C(O)CO)cc1C (stereo unspecified)	103	102	105	97	95	103	91	100
CCOC(=O)c1sc(N/N=C(\C)c2ccc3c(c2)Nc2ccccc2S3)nc1C	-58*	32	8.5*	36	48	31	-2.8*	32
COc1ccc(C(=O)Nc2ccc(Cl)cc2C(=O)Nc2ccncc2)cc1	97	101	80	96	97	97	95	97
CCOCc1ccco1	101	104	104	93	97	125	96	107
COc1ccc(NC(=O)Nc2ccc(OCCCCCC(=O)Nc3ccc(C(=O)O)c(O)c3)cc2)cc1	98	94	70	86	57	93	71	85
CN[C@]1(c2ccccc2Cl)CCCC[C@H]1NCCCc1ccc(F)cc1	94	89	90	94	98	99	105	95

The listing continues.
SMILES	LOX IMVI	MALME-3M	T-47D	UACC-257	BT-549	HS 578T	MCF7	UACC-62
Cc1cc(-c2ccccc2)n2nc3[nH]c(=O)c(=O)n-3nc2c1C#N	96	84	88	95	93	87	.	87
C=CCSC1=NC2C(N(CC)C(=O)N2CC)N1/N=C/C=C/c1ccccc1[N+](=O)[O-] (stereo unspecified)	112	100	68	106	106	106	90	80
FC(F)(F)c1ccc(-c2nnc(Nc3ccccc3)s2)cc1	104	109	97	105	104	102	89	94
COc1ccc(-c2c(-c3ccccc3)noc2N)cc1OC	105	102	100	88	105	148	91	95
CC(O)COc1ccccc1Cl (stereo unspecified)	92	124	102	108	107	105	103	108
CN(CCC(=O)c1ccccc1)Cc1ccccc1	88	109	111	91	.	.	108	108
Nc1nc(=O)n([C@H]2C[C@H](O)[C@@H](CO)O2)cc1C=O	106	114	113	115	116	129	96	106
CCN(CC)C(=O)Cc1ccccn1	98	100	99	91	100	90	95	95
CN(c1ccccn1)c1ncnc2[nH]ncc12	95	114	107	94	109	98	93	96
N=C1CC(=O)NN1c1nc(Nc2ccccc2)nc(Nc2ccc(S(N)(=O)=O)cc2)n1	100	104	97	98	106	107	96	99

Among those listed so far, these have bromine.
SMILES	LOX IMVI	MALME-3M	T-47D	UACC-257	BT-549	HS 578T	MCF7	UACC-62
Cn1c(SCC(=O)c2ccc(Br)cc2)nc2ccccc2c1=O	96	111	78	108	99	102	52	77
Cc1[nH]c(=O)n(C(C)C)c(=O)c1Br	.	.	100	100	.	111	100	98
Brc1ccc(Nc2nc3ccccc3nc2Nc2ccc(Br)cc2)cc1	-87*	.	-4.9*	-43*	-13*	-1.3*	1.2*	-16*
COc1cc(C2=NNC(c3ccc(Oc4ccc(Br)cc4)cc3)C2)cc(OC)c1OC (stereo unspecified)	83	93	45	79	82	78	71	60
CCCCC[n+]1ccc(SCC(=O)N(C)c2ccccc2Br)c2ccccc21	99	97	95	101	117	107	98	95
Cn1cc(-c2cc3nc(-c4c[nH]c5ccc(Br)cc45)cc(N)n3n2)c2ccccc21	-85*	-73*	-61*	-85*	-64*	-23*	-87*	-70*
O=C(Nc1ccc(F)cc1)OCCOc1ccc(Br)cc1	97	114	93	119	107	137	109	94
COc1cc2oc(-c3cccc(NC(=O)Nc4ccc(Br)cc4)c3)cc(=O)c2c(OC)c1OC	42	85	.	.	72	83	65	52
Cc1ccc(-c2cc(C(=O)N=Nc3c(O)[nH]c4ccc(Br)cc34)c3ccccc3n2)cc1	25	80	75	103	86	68	28	61
O=S(=O)(c1ccc(Br)cc1)c1nc(-c2ccccc2)oc1NCCCn1ccnc1	85	106	80	79	83	56	65	60
O=S(=O)(c1ccccc1)N1C=C/C(=C\Cn2cc(-c3ccc(Br)cc3)nn2)CC1	85	80	75	94	80	90	91	71
